Source: PubChem (NCI)
yeast mlh1 rad18: NCI yeast anticancer drug screen, S. cerevisiae mlh1 rad18 strain. actives 11% (n = 79,000). % growth inhibition at 50 µM;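 further: 0% = growth of vehicle-only cultures of the same strain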
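Cells of a genetically altered yeast strain, deficient in DNA damage repair, were treated with compound. Their growth was then compared with that of vehicle-treated cultures to give inhibition.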
yeast rad50: NCI yeast anticancer drug screen, S. cerevisiae rad50 strain. AID 155, 2004. actives 10% (n = 79,000). % growth inhibition at 50 µM;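 further: 0% = growth of vehicle-only cultures of the same strain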
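Relative growth inhibition (compound vs vehicle) was measured in yeast with a defined repair-gene alteration.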
sgs1 mgt1: NCI yeast anticancer drug screen, S. cerevisiae sgs1 mgt1 strain; % growth inhibition at 50 µM; actives 10% (n = 78,000);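 further: 0% = growth of vehicle-only cultures of the same strain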
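Read-out: growth inhibition vs vehicle controls. Cells: mutant yeast strain deficient in DNA damage repair.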
yeast bub3: NCI yeast anticancer drug screen, S. cerevisiae bub3 mutant strain; % growth inhibition at 50 µM; AID 167, 2004; actives 9.9% (n = 78,000);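 further: 0% = growth of vehicle-only cultures of the same strain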
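Inhibition values come from growth of compound-treated mutant yeast normalised to vehicle-treated controls.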
mec2-1: NCI yeast anticancer drug screen, S. cerevisiae mec2-1 strain. % growth inhibition at 50 µM. actives 9% (n = 79,000);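 further: 0% = growth of vehicle-only cultures of the same strain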
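Vehicle-treated cultures served as reference for growth inhibition of compound-exposed mec2-1 yeast.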
yeast cln2 rad14: NCI yeast anticancer drug screen, S. cerevisiae cln2 rad14 strain; actives 8.3% (n = 78,000); % growth inhibition at 50 µM;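 further: 0% = growth of vehicle-only cultures of the same strain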
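Growth of compound-exposed yeast (cln2 rad14 genotype) measured and expressed as inhibition relative to vehicle.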
Active calls of the source: *; & = joins results of further samples. No stated cut-off is given here; in the data, active means growth inhibition above about 70%; inactive means the rest. Not a hit list (roughly 13% active in at least one column).

nr	mol	yeast mlh1 rad18	yeast rad50	sgs1 mgt1	yeast bub3	mec2-1	yeast cln2 rad14
1	O=C1C(CN2CCCCC2)CCCC1CN1CCCCC1 (stereo not drawn)	10&3	5&13	31&10	59&-4	25&-12	41&-46
2	COc1ccc(-c2cc3c(c4cc(OC)ccc24)C(=O)OC3=O)cc1	-15	-29	21	4	-5	1
3	CCCSCCC(NC(=O)c1ccccc1)C(=O)O (stereo not drawn)	-26	-15	-10	-15	-10	-13
4	Nc1ccc(S(=O)(=O)n2cccc2)cc1	-10	-9	-20	-9	1	-6
5	Nc1cc2c(cc1Br)-c1ccc(Br)cc1C2	-10	-6	-2	9	-4	-34
6	Cc1ccc(S(=O)(=O)N/N=C/C2(c3ccccc3)c3ccccc3-c3ccccc32)cc1	70*	30	34	29	8	16
7	CCCCCCN(CCCCCC)CCC(=O)c1ccc2cc(Br)c3ccccc3c2c1	98*	99*	98*	99*	99*	97*
8	CCCCCC[C@@H](O)C/C=C\CCCCCCCC(=O)OCCOC	34	25	4	13	5	77*
9	O=C1C(Cl)=C(Cl)C(=O)N1c1ccccc1Cl	55	43	36	35	24	44
10	O=c1nc(N2CCCCCC2)ccn1C1OC(CO)C(O)C1O (stereo not drawn)	3	3	-1	8	2	4
11	Cn1c(=O)c2c(n(C)c1=O)[n+]([O-])c([N+]1([O-])CCOCC1)n2C	3	-4	-1	-4	-6	-25
12	CCCCCC/C=C\CCCCCCCCCC1=CC(=O)C=C(OC)C1=O	-12	-1	-19	-31	-10	-84
13	COc1ccc2c(c1)CCCN1Cc3cc(OC)c(OC)cc3CC21 (stereo not drawn)	-4	-30	-34	-1	9	14
14	COc1ccc(NC(=O)NNS(=O)(=O)c2ccc(C)cc2)cc1	-37	10	7	14	6	5
15	CC(=O)Cc1cc(-c2cc(CC(C)=O)nc(N)n2)nc(N)n1	20	2	13	1	13	15
16	CNC(=O)C1C2CC3OC(=O)C1C3C2 (stereo not drawn)	-3&2	6&0	-5&-8	-1&-14	-3&-14	-48&-41
17	C[N+]1(CC(=O)c2ccc(Cl)cc2)CCOCC1	28	21	11	7	7	-21
18	Cc1cc(/C=C\C2=[N+](C)c3ccccc3C2(C)C)c(O)c2ncccc12	-7	-16	-6	10	-7	-33
19	Cc1cc(=O)n2c3c(c4c(cc13)c(CN(C)C)cc(=O)n4C)OC2	3	48	47	35	35	53
20	CC(C)Cn1cnnc1NS(=O)(=O)c1cc(C(=O)NN)c(Cl)cc1S	-6	-28	-17	0	-4	3

Among those listed so far, 2 contain bromine.
nr	mol	yeast mlh1 rad18	yeast rad50	sgs1 mgt1	yeast bub3	mec2-1	yeast cln2 rad14
5	Nc1cc2c(cc1Br)-c1ccc(Br)cc1C2	-10	-6	-2	9	-4	-34
7	CCCCCCN(CCCCCC)CCC(=O)c1ccc2cc(Br)c3ccccc3c2c1	98*	99*	98*	99*	99*	97*

More entries.
nr	mol	yeast mlh1 rad18	yeast rad50	sgs1 mgt1	yeast bub3	mec2-1	yeast cln2 rad14
21	O=C(O)c1cc(=O)c2[nH]c3ccccc3c2s1	8	-5	-20	-23	-18	10
22	COc1cc(C2c3cc4c(cc3OC(NNC(N)=O)C2C)OCO4)cc(OC)c1O (stereo not drawn)	0	-5	-8	2	-4	0
23	CN(C)c1nc2c(c(=O)n(C)c(=O)n2C)n1C	-3	4	-6	-1	3	-30
24	CN(C(=O)c1ccc([N+](=O)[O-])cc1)C(c1ccco1)P(=O)(c1ccccc1)c1ccccc1 (stereo not drawn)	26	71*	56	46	36	0
25	C/C(=C\C(=O)Nc1ncn[nH]1)Nc1ncn[nH]1	15	29	28	37	12	-2
26	Oc1ccc(Nc2ccccc2)cc1	-14	23	36	13	10	-11
27	CC1=C(C)C(=O)c2c(OC(=O)c3ccccc3)ccc(OC(=O)c3ccccc3)c2C1=O	-14	-19	19	-1	8	-19
28	CCC[N+]1=C(/C=C/c2ccc3cccnc3c2O)C(C)(C)c2ccccc21	98*	99*	54	99*	99*	99*
29	CCOC(=O)C(Cc1ccc2c(c1)CCC2)Cc1ccc2c(c1)CCC2	22	14	62	38	25	33
30	CCN(CC)CCOC(=O)Nc1c(Cl)cccc1Cl	6	-4	9	9	-17	9
31	Nc1nc(Cc2ccccc2)c(CCCNc2ccccc2)c(=O)[nH]1	-13	-5	6	2	5	-74
32	CCCCCCCCCCCc1nnc(N)o1	97*	97*	95*	95*	96*	93*
33	O/N=C(/Cc1ccccc1)c1ccc2c(c1)OCO2	3	-10	-2	15	5	9
34	CCOC(=O)C1CN(C)CC(c2ccccc2)C1=O (stereo not drawn)	6&11	-9&12	-4&16	-4&9	1&15	-25&-10
35	CC1CC(C)OC(C)(Cc2ccccc2)O1 (stereo not drawn)	-14	24	26	-2	20	-20
36	Cc1cc(OCCCC(=O)O)ccc1Cl	52	52	54	49	31	35
37	CN(C)CCC(C#N)(c1cccs1)C1CCCCC1 (stereo not drawn)	11	4	6	10	0	-14
38	CN1C(=O)C2C(=O)N(Cc3ccccc3)CC(=O)N2c2cccnc21 (stereo not drawn)	-16	18	-32	-21	16	-7
39	O=C(Nc1ccc(Cl)cc1Cl)P(=O)(O)c1ccccc1	2	-6	-3	14	15	20
40	Cn1ncc2c(NCCO)ncnc21	-2	-1	-6	-1	0	-25
41	CCCCCCCCCCCCNC(=O)C[n+]1ccc(C(N)=O)cc1	42	61	74*	29	49	25
42	Cc1ccc(C)c(NC(=O)/C(=N\N)C(c2cnc3ccc([N+](=O)[O-])cc3n2)[N+](=O)[O-])c1 (stereo not drawn)	29	43	7	32	27	-35
43	Nc1nc(N)c2c(ccc3c2ccn3Cc2cccc([N+](=O)[O-])c2)n1	15	20	54	84*	1	58
44	CC1=C(CCC(=O)O)C(=O)C(CCC(=O)O)C(C)(C)C1 (stereo not drawn)	8	19	13	5	7	57
45	COc1ccc(-c2nc(N)nc3c2CN(CCCC(=O)O)C3=O)cc1	-10	-5	-4	9	30	-31
46	CCC1(N=[N+]=[N-])C(=O)c2ccccc2N(C)C1=O (stereo not drawn)	-33	-44	-56	-20	-44	-15
47	CCOc1c(N=Nc2ccc(C)cc2)c(C)nn1C(N)=S	4	-36	0	2	-28	-47
48	O=[N+]([O-])C(/C=N/Nc1ccccc1)/C=N/Nc1ccccc1	-11	-6	-21	-25	-8	-7
49	COc1cc(-c2c(C#N)c(OC)[nH]c(=O)c2C#N)cc(OC)c1OC	0	4	8	2	13	13
50	CC(C)CCCCCCCCCCCCC(=O)NCC(=O)NC1C(O)C(O)C(Nc2ncnc3nc[nH]c23)OC1C(O)CO (stereo not drawn)	54	34	52	52	26	48
51	CCCCCCCCCCCCCC(=O)OC	31	28	16	-1	15	-9
52	CCCCCCC1NC(=S)N(c2ccccc2)C1=O (stereo not drawn)	-6	-12	48	21	0	-5
53	CC(OC(C)C(N)=O)C(N)=O (stereo not drawn)	-1	0	-6	5	1	-3
54	CCCC(=O)N(CCC(C)C)c1ccccc1	-8	-13	2	-9	6	10
55	COc1cc2c(c(OC)c1OC)C1=C(C(NC(C)=O)CC2)C2C(=O)C3(OC)C(C12)C(C)(C)C3(C)C (stereo not drawn)	7	45	16	1	-10	11
56	CC(C)(C)C1=NC(S)NC(CCC(=O)Nc2ccccc2[N+](=O)[O-])=C1 (stereo not drawn)	-7	0	0	8	-9	14
57	C(/C=C\c1ccccc1)=NCC/C=C/C=NCCc1ccccc1	-5	13	11	10	-1	-24
58	N#CCCCC1(CCCC#N)OCCO1	21	11	26	-1	-20	15
59	COc1ccc(OC)c(NC(=O)Nc2cccc(Cl)c2C)c1	-4	-18	-10	-5	-8	-22
60	O=[N+]([O-])c1cccc(S/N=C/c2ccccc2O)c1	99*	99*	99*	99*	100*	97*
61	O=c1[nH]c(-c2ccccc2)nc2cc([N+](=O)[O-])c(/C(Cl)=C/c3ccccc3)cc12	34	29	14	-1	14	12
62	CC(C)CC(O)(CC(C)C)C(CCC(=O)Nc1ccccc1)C(=O)Nc1ccccc1 (stereo not drawn)	8	26	2	-8	12	-52
63	O=C(Nc1ccccc1)c1cccc2ccc(Cl)cc12	-28	-1	4	2	-12	-12
64	COc1ccc(Oc2c(I)cc(CC(NC(C)=O)C(=O)O)cc2I)cc1 (stereo not drawn)	50	43	39	37	40	52
65	COc1ccc2c(Cc3ccccc3O)cncc2c1O	15	1	-5	-6	2	-4
66	CN(C)Cc1cc(C(=O)/C=C/c2ccc(Cl)cc2)cc(CN(C)C)c1O	-18	-28	-21	1	-22	-44
67	C=C(C)C(=O)NC(N)=NC#N	6	-44	-5	-2	-9	-14
68	COc1ccc(CNC(C#N)c2ccccc2)cc1OC (stereo not drawn)	99*	99*	100*	100*	100*	100*
69	O=C1c2ccsc2C(=O)c2sc(CO)cc21	83*	90*	91*	90*	91*	92*
70	CC(CC(=O)O)C(C)(C#N)C(=O)O (stereo not drawn)	-5	2	3	0	1	-42

Record cards, as listed above. Values in the order: yeast mlh1 rad18	yeast rad50	sgs1 mgt1	yeast bub3	mec2-1	yeast cln2 rad14
Shown for O=C(Nc1ccccc1)c1cccc2ccc(Cl)cc12 → -28	-1	4	2	-12	-12
Shown for C=C(C)C(=O)NC(N)=NC#N → 6	-44	-5	-2	-9	-14
Shown for COc1ccc2c(Cc3ccccc3O)cncc2c1O → 15	1	-5	-6	2	-4
Shown for COc1ccc(Oc2c(I)cc(CC(NC(C)=O)C(=O)O)cc2I)cc1 (stereo not drawn) → 50	43	39	37	40	52
Shown for CC(C)CC(O)(CC(C)C)C(CCC(=O)Nc1ccccc1)C(=O)Nc1ccccc1 (stereo not drawn) → 8	26	2	-8	12	-52

Continued.
nr	mol	yeast mlh1 rad18	yeast rad50	sgs1 mgt1	yeast bub3	mec2-1	yeast cln2 rad14
71	CCC1CCC(NC(C)=O)CC1 (stereo not drawn)	-4	0	6	13	2	-2
72	O=C(O)/C=C\C(=O)Nc1ccccc1C(=O)O	7	7	-4	-13	-9	51
73	CCOc1ccc(OCC)c(N)c1	-20	-26	-2	10	2	-44
74	Fc1ccc(Nc2ccc3ccccc3c2)cc1	93*	91*	91*	93*	90*	92*
75	Cc1nc2[nH]c(=O)[nH]c(=O)c2s1	-2	-6	-1	-11	4	-7
76	COc1ccc2nc3cc(Cl)ccc3c(NCCCNCCCCNCCCNc3c4ccc(Cl)cc4nc4ccc(OC)nc34)c2n1	23	39	26	1	1	2
77	Nc1nc(OCc2ccccc2)ncc1C(=O)NCC(=O)O	0	-8	-6	-10	-14	-14
78	COc1ccc(C(=O)/C=C/c2ccc3c(c2)OCO3)c(OCc2ccccc2)c1	-94	-9	-6	-14	-33	-18
79	C/C(=C/C(=O)/C=C(/CC1=CCCCC1)N1CCCC1)N1CCCC1	10	7	8	6	0	16
80	CN(C)CN1CSC(=S)N(CN(C)C)C1	26	20	6	-5	37	-11
81	COc1ccc(CC#N)c(OCc2ccccc2)c1	-18	2	-10	2	8	4
82	COc1cccc(NC(=O)CC(=O)N2N=C(C)C(N=Nc3ccc(S(=O)(=O)c4ccc(N=NC5C(=O)N(C(=O)CC(=O)Nc6cccc(OC)c6)N=C5C)cc4)cc3)C2=O)c1 (stereo not drawn)	29	27	9	-2	16	-16
83	N[N+]1(CCS(N)(=O)=O)CCOCC1	14	-2	-1	-8	-13	-31
84	COc1ccc(C(C)(O)c2cc3ccccc3n2S(=O)(=O)c2ccccc2)cc1 (stereo not drawn)	18	-9	-1	1	-12	-14
85	O=C(O)C1C2CC3CC(C2)CC1C3 (stereo not drawn)	9	20	-5	75*	6	-68
86	O=C(NCc1ccco1)Nc1ccccc1Cl	-11	-25	-6	4	0	46
87	CC(=O)Oc1ccc(N2C(=O)C3c4[nH]c5ccccc5c4C4CCC(C(C)(C)C)CC4C3C2=O)cc1 (stereo not drawn)	98*	98*	98*	98*	98*	99*
88	COc1ccc(-c2c3c(nc4nc(SCCc5ccccc5)nc(N)c24)CCCC3)cc1OC	-7	-1	-24	-1	-6	0
89	O=[N+]([O-])/C(C(Cl)=C(Cl)Cl)=C1/OCCS1	86*	90*	91*	92*	94*	91*
90	COC(C(O)C(O)C(O)C(O)CO)n1cnc2cncnc21 (stereo not drawn)	2	4	8	-4	5	3
91	CC(C)n1c2c(c3ccccc3c1=O)C(=O)c1ccccc1-2	-26	50	3	-9	-13	3
92	CCOc1ccccc1N/N=C1/CC(C2OCCO2)CCC1=O (stereo not drawn)	14	-1	7	1	12	-39
93	COc1cc(C(C)SCC(=O)O)ccc1O (stereo not drawn)	1	-21	13	-7	-4	-14
94	OC1C=C(c2ccccc2)C(c2ccccc2)C(c2ccccc2)C1 (stereo not drawn)	-8	-18	-15	-1	1	6
95	Fc1ccc(CC(F)F)cc1	3	-3	14	-24	-6	5
96	O=C(N=C1OC2C(OC(=O)c3ccccc3)C(COC(=O)c3ccccc3)OC2N1C(=O)c1ccccc1)c1ccccc1 (stereo not drawn)	-1	21	19	4	-11	-2
